ADAM17 inh: ADAM17 inhibitors, primary screen, biochemical, QFRET; inhibition, % at 6.95 µM; 0.83% of 370,000 active; recombinant ADAM17, EDANS/DABCYL FRET peptide cleavage; AID 720648, 2013; Disintegrin and metalloproteinase domain-containing protein 17 (Homo sapiens), P78536;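 active = inhibition above the mean of compounds lying between control limits plus 3 SD, set per campaign, cut at about 8.5% in these data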;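 also: 0% = DMSO-only wells as the low control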
ARFGAP1 inhibitor: inhibitors of rat ARFGAP1 GAP activity, primary screen, biochemical, fluorescence polarization, GDP tracer | inhibition, % at 16.5 µM | AID 651572, 2012 | 0.26% of 360,000 active | Arfgap1-stimulated ARF1 GTP hydrolysis, GDP FP detection | ADP-ribosylation factor GTPase-activating protein 1 (Rattus norvegicus), Q62848;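 active = inhibition above a per-plate limit, mean inhibition of low control wells plus 3 SD, cut at about 25% in these data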;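 also: 0% = DMSO wells with enzyme and 100% = wells lacking Arfgap1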
Target sequence (Q62848 1-136 limits assumed): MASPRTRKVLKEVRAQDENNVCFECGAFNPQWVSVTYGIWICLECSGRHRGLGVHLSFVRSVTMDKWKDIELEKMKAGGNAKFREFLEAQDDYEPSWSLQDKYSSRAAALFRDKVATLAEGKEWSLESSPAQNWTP
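system = rat Arfgap1 catalytic domain, aa 1-136 | technique = FP, GDP Alexa 633 tracer displaced from anti-GDP antibody, 620/688 nm | compound = one concentration, 16.5 µM, DMSO 1.26% | medium = HEPES-based buffer, pH 7.5 | timing = compound-enzyme preincubation 20 min, reaction 120 min, detection 60 min, 25 °C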
ASAP1 GAP inh: inhibitors of human ASAP1 ArfGAP activity, primary screen, biochemical, fluorescence polarization | 0.19% of 360,000 active | ASAP1-stimulated ARF1 GTP hydrolysis, GDP FP detection | AID 624377, 2012 | inhibition, % at 16.5 µM; in the data active = inhibition above about 25%;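 also: 0% = vehicle with enzyme and substrate and 100% = no enzyme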
proKLK7 act: proKLK7 zymogen activators, primary screen, biochemical, fluorescence intensity; purified proKLK7, EDANS-DABCYL substrate fluorescence; 100% is mature enzyme control, 0% vehicle; 0.9% of 370,000 active; activation, % at 7 µM; Kallikrein-7 (Homo sapiens), P49862;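 active = activation above the mean of all tested compounds plus 3 SD, computed per campaign excluding outliers beyond control limits, cut at about 13% in these data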
PLC-gamma1 inh: PLC-gamma1 enzyme inhibitors, primary screen, biochemical, fluorescence, purified enzyme; AID 720700, 2013; 1-phosphatidylinositol 4,5-bisphosphate phosphodiesterase gamma-1 (Homo sapiens), P19174; fluorogenic substrate; inhibition, % at 12.2 µM; 0.84% of 370,000 active; in the data active = inhibition above about 9.5%
ADAM10 inh: human ADAM10 inhibitors, primary screen, biochemical, QFRET, HTS; recombinant ADAM10, EDANS/DABCYL FRET peptide cleavage, 3 h; AID 720582, 2013; Disintegrin and metalloproteinase domain-containing protein 10 (Homo sapiens), O14672; 0.62% of 370,000 active; inhibition, % at 7 µM;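 active = inhibition above a per-campaign cutoff equal to the mean of compounds falling between control-based bounds plus 3 SD, cut at about 20% in these data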;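 also: 0% = DMSO wells while the 100% control is not disclosed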
DDE Tn7 FP inh: inhibitors of Tn7 peptide binding to fibrin DD(E), primary screen, biochemical, fluorescence polarization, human fibrin, Tn7 probe; FP displacement of FITC-Tn7 peptide from fibrin DD(E); 0% = median of compound wells per plate; Fibrinogen beta chain (Homo sapiens), P02675; inhibition, % at 8.3 µM; 0.13% of 370,000 active;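 active = inhibition above the mean of compounds falling within the control limits plus 3 SD of them, cut at about 14% in these data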;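 also: 0% = plate median of compound wells and 100% = 10 µM Aha-Tn7 peptide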
Target sequence (P02675 whole entry, looked up): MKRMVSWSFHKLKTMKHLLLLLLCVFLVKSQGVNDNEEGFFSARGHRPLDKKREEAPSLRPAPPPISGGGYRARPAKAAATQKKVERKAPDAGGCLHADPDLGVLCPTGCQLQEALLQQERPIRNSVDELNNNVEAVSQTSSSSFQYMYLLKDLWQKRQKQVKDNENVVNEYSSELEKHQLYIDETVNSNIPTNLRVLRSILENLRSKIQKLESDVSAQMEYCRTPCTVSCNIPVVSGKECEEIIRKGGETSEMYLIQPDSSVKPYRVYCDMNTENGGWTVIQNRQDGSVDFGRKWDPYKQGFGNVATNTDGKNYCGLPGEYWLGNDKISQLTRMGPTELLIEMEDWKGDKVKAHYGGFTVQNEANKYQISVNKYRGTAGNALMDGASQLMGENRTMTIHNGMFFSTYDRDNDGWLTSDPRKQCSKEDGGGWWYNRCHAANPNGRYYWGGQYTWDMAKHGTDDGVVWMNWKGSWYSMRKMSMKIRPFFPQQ
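Assay system: human fibrin DD(E) protein / Input: 2 µM fibrin DD(E) / Benchmarks: high control of 10 µM Aha-Tn7 peptide / Measured by: fluorescence polarization of the labelled Tn7 tracer / Medium: Tris buffer with calcium and detergent, pH 7.8 / Timing: 10 min compound pre-incubation, 3 h probe incubation at room temperature / Repeats: one replicate per compound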
Tn6 DDE FP: inhibitors of Tn6 peptide binding to fibrin DD(E), primary screen, biochemical, fluorescence polarization, human fibrin, Tn6 probe | Fibrinogen beta chain (Homo sapiens), P02675 | AID 720509, 2013 | inhibition, % at 8.3 µM | Fibrin DD(E) TRITC-Tn6 fluorescence polarization displacement | 0.21% of 370,000 active;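 active = inhibition above a per-campaign cutoff: mean of compounds within control limits plus 3 SD, cut at about 15% in these data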;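 also: 0% = median of all compound wells on the plate and 100% = blocking peptide control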
LEDGF integ inh: blockers of LEDGF/p75-dependent integrase strand transfer – biochemical, TR-FRET, high throughput, primary screen | TR-FRET IN-LEDGF/p75 DNA integration, Eu/Cy5 | 0.64% of 370,000 active | inhibition, % at 3.7 µM;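 active = inhibition above the screen-wide mean plus 3 SD, cut at about 13% in these data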;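 also: signal is the Cy5 over europium emission ratio at 671 and 618 nm; 0% = plate median of compound wells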
TDP2 absorb: human TDP2 enzyme inhibitors, primary screen, biochemical, epi absorbance, recombinant enzyme; Tyrosyl-DNA phosphodiesterase 2 (Homo sapiens), O95551; T5PNP hydrolysis, p-nitrophenol absorbance 415 nm; AID 720702, 2013; inhibition, % at 12.8 µM; 0.34% of 370,000 active;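 active = inhibition above the mean of all tested compounds plus 3 SD, set per campaign, cut at about 25% in these data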;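 also: 0% = DMSO with enzyme and 100% = buffer with substrate but no TDP2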
Target sequence (O95551 whole entry, looked up): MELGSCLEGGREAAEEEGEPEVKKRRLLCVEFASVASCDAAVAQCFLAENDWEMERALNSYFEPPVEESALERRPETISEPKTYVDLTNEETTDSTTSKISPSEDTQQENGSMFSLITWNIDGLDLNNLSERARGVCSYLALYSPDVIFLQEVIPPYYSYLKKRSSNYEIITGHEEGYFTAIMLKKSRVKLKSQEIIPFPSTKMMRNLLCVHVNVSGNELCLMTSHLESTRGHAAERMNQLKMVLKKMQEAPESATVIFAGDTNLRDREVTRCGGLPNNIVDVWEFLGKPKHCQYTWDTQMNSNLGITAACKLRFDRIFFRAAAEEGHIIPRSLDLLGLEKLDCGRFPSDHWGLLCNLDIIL
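System – recombinant human TDP2 · Amount – 120 nM TDP2 per well · Buffer or medium – Mg2+-containing Tris-HCl buffer, pH 7.5 · Reagent – T5PNP substrate, 5 mM · Dosing – 12.8 µM single point, 1% DMSO · Incubation – 2 h at 37 °C · Measured by – epi absorbance · Read-out basis – percent inhibition · Benchmarks – high control without enzyme, low control DMSO plus TDP2 · Repeats – singlicate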
* = called active by the depositor; i = inactive; / = no result given. This is a random part of the collection; any-hit rate near 4.2%.

SMILES | ADAM17 inh | ARFGAP1 inhibitor | ASAP1 GAP inh | proKLK7 act | PLC-gamma1 inh | ADAM10 inh | DDE Tn7 FP inh | Tn6 DDE FP | LEDGF integ inh | TDP2 absorb
CCOC(=O)c1c(NC(=O)c2ccccc2)sc2c1CCc1ccccc1-2 | -2 | -12 | -12 | -0.4 | 0 | -4 | 8 | -1 | 0 | 4
COc1ccc(N2C(=O)CC(Sc3nnc(-c4ccccc4)o3)C2=O)cc1 (centres undefined) | -2 | 6 | 4 | 0.2 | -2 | 1 | 4 | -9 | 1 | 13
COc1ccc(-c2cc(C)no2)cc1S(=O)(=O)N1CCOc2ccc(Cl)cc21 | 2 | 10 | 2 | -0.3 | 1 | 9 | -3 | 0 | 3 | -2
CCOC(=O)Oc1ccc2c(=O)c(Oc3cc(C)cc(C)c3)coc2c1 | -127 | -6 | 3 | 36* | i | -427 | -4 | 5 | 5 | -1
Cc1ccc(S(=O)(=O)N2CCOCC2)cc1C(=O)NCCCn1ccnc1 | -5 | 7 | -1 | 0.0 | 2 | -22 | -5 | -11 | 1 | 0
Cc1nn(C)c(C)c1NC(=O)CN1CCC(O)(c2ccc3c(c2)OCO3)CC1 | -2 | 9 | -9 | -0.3 | -4 | 0 | 4 | -3 | -3 | -5
C=CCOC(=O)c1sc(NC(=O)c2ccco2)nc1C | 3 | 6 | -10 | -0.6 | -11 | 1 | -1 | 2 | -3 | 4
COc1ccc(-c2cc(-c3ccccc3)c(C#N)c(S(C)(=O)=O)n2)cc1 | -9 | 10 | 2 | -0.3 | -23 | -30 | -2 | -8 | -4 | -5
Cc1oc2c(C)c3oc(=O)c(CC(=O)N[C@@H](CCCNC(N)=O)C(=O)O)c(C)c3cc2c1C | -54 | -8 | 2 | -1.9 | -314 | -128 | -3 | 8 | -4 | -4
Cc1nn(CC(=O)N(C)c2c(N)n(Cc3ccccc3)c(=O)[nH]c2=O)c(C)c1[N+](=O)[O-] | 0 | 3 | 0 | 0.2 | -3 | -7 | 4 | -4 | 2 | 1
COc1ccc(C2(CNC(=O)c3ccc(OCC(C)C)cc3)CCOCC2)cc1 | -3 | 7 | -8 | 0.1 | 1 | 5 | 4 | -1 | -5 | -2
COc1ccc(Cl)cc1N(CC(=O)N1CCCCC1)S(C)(=O)=O | -2 | 4 | -12 | 0.0 | -1 | 3 | -4 | 3 | -2 | -3
COc1ccc(-c2nnc(-c3ccc(OCC(C)C)cc3)o2)cc1 | -3 | -7 | 7 | -0.2 | -2 | 2 | 9 | 4 | 0 | 8
CCN(CCO)c1ccc(-n2c(N)c(C(=O)OC)c3nc4ccccc4nc32)cc1 | -38 | 7 | -12 | 1.4 | -12 | -113 | 0 | 2 | 1 | -4
CCOC(=O)c1c(C)[nH]c(C(=O)OCc2c(C)noc2C)c1C | -2 | 2 | 3 | 0.3 | -3 | 6 | -2 | 3 | 1 | -6
O=C(O/N=C(/c1ccccc1)c1ccncc1)c1cccc(F)c1 | -6 | 16 | -5 | 0.1 | 8 | -11 | 0 | -5 | -9 | -6
CN(CC(=O)NCc1ccco1)CC(=O)Nc1c(Cl)cccc1Cl | 0 | -13 | 1 | -0.2 | 0 | 1 | -3 | 5 | 4 | -8
CC1=C(C(=O)OC2CCCCC2)C(c2cccnc2)n2ncnc2N1 (centres undefined) | -6 | 3 | 5 | 0.1 | 0 | -8 | 10 | -3 | -1 | 6
O=S(=O)(Nc1ccc2cn[nH]c2c1)c1ccc(C(F)(F)F)cc1 | -1 | 0 | 4 | -0.1 | -3 | -6 | 4 | 5 | 1 | -2
Cc1cccc2nc(Cn3c(=O)n(CCC(=O)NCc4ccco4)c(=O)c4sccc43)cc(=O)n12 | -2 | -5 | -4 | 1.1 | -1 | 1 | 3 | -1 | 5 | -5
COCCOC(=O)C1=C(C)NC2=C(C(=O)CCC2)C1c1ccc2c(c1)OCO2 (centres undefined) | -6 | -5 | 8 | -0.4 | -38 | -22 | -1 | 2 | 2 | 4
Cc1cccc(N2CCN(Cc3cn(C)nc3-c3ccccc3F)CC2)n1 | -2 | 1 | 0 | 0.2 | -2 | 5 | 8 | 8 | -1 | 3
CC(NC(=O)c1ccco1)C(c1cccs1)N1CCN(c2ccccc2F)CC1 (centres undefined) | -1 | 0 | -2 | 0.3 | -1 | 2 | -3 | 3 | 1 | 6
C=CC1=C2C=C(C3CC3)N(CCCN(CC)CC)C=C2C(=O)C(C)(OC(=O)c2ccco2)C1=O (centres undefined) | 0 | 6 | 7 | 0.6 | -12 | -14 | 9 | 3 | 0 | 5
CCCC1(c2ccccc2)NC(=O)N(CC(=O)Nc2cc(C)ccc2OC)C1=O (centres undefined) | -2 | -1 | 1 | 0.5 | 1 | -2 | -1 | -5 | 2 | -12
Cc1ccc(Cl)cc1NC(=S)N(CCCN1CCOCC1)Cc1ccccn1 | 0 | -3 | -6 | 0.3 | 2 | 4 | -4 | 2 | -1 | 8
CCOC(=O)N=Nc1c(O)n(C)c2ccccc12 | 3 | 4 | 1 | -0.7 | 3 | 6 | 4 | -9 | -2 | 2
COC(=O)C1=C(C)NC(=O)CC1c1ccccc1 (centres undefined) | -1 | -10 | 0 | 0.7 | 0 | 4 | -5 | -3 | -1 | -11
Cc1ccc(C(=O)N2CCC(Oc3cccnc3)CC2)cc1 | -5 | / | / | 0.1 | 0 | -5 | 2 | 3 | -1 | -4
Cc1nc2ncnn2c(C)c1CCC(=O)NCc1ccco1 | -5 | -5 | 8 | 0.1 | 0 | -8 | -1 | 9 | -1 | 5

Printed as active in proKLK7 act, among the entries above:
SMILES | ADAM17 inh | ARFGAP1 inhibitor | ASAP1 GAP inh | proKLK7 act | PLC-gamma1 inh | ADAM10 inh | DDE Tn7 FP inh | Tn6 DDE FP | LEDGF integ inh | TDP2 absorb
CCOC(=O)Oc1ccc2c(=O)c(Oc3cc(C)cc(C)c3)coc2c1 | -127 | -6 | 3 | 36* | i | -427 | -4 | 5 | 5 | -1

Single entries from the list:
CC(NC(=O)c1ccco1)C(c1cccs1)N1CCN(c2ccccc2F)CC1 (centres undefined) in DDE Tn7 FP inh reads -3
CN(CC(=O)NCc1ccco1)CC(=O)Nc1c(Cl)cccc1Cl in LEDGF integ inh reads 4

Carrying on:
SMILES | ADAM17 inh | ARFGAP1 inhibitor | ASAP1 GAP inh | proKLK7 act | PLC-gamma1 inh | ADAM10 inh | DDE Tn7 FP inh | Tn6 DDE FP | LEDGF integ inh | TDP2 absorb
Cc1cccc(N(CC(=O)Nc2c(C)n(C)n(-c3ccccc3)c2=O)S(C)(=O)=O)c1 | -5 | -6 | -1 | 0.1 | 3 | 4 | 0 | 2 | -1 | -6
COc1cc(C2c3c(oc4ccccc4c3=O)C(=O)N2c2nccs2)ccc1O (centres undefined) | 0 | 11 | 1 | 0.3 | -1 | 4 | 2 | 3 | -2 | -4
CC(C)CN(C)C(=O)CCc1nnc(Cc2cccc(C(F)(F)F)c2)o1 | -2 | 4 | -9 | -0.1 | -1 | 0 | 6 | 9 | -1 | 0
O=C(NCCS(=O)(=O)N1CCC2(CC1)OCCO2)c1ccc(F)cc1 | -7 | -3 | 1 | -0.4 | 0 | -12 | 1 | 7 | -5 | -2
Cc1cc(NC(=O)C2CC(=O)N(c3ccccc3)C2)no1 (centres undefined) | -1 | 3 | 7 | -0.3 | 5 | -1 | -5 | 4 | 1 | -3
Cc1ccc(S(=O)(=O)Cn2nnnc2C(C(C)C)N2CCC(O)CC2)cc1 (centres undefined) | -3 | -5 | 4 | -0.2 | 1 | -2 | 0 | -1 | -1 | 2
Cc1ccc2cc(CN(Cc3cccs3)Cc3nnnn3CC3CCCO3)c(=O)[nH]c2c1 (centres undefined) | -1 | 1 | 1 | 0.5 | -7 | -11 | 5 | 2 | 0 | -8
Cc1cc(-n2c(C)cc(C(=O)CN3C(=O)C(=O)N(C)C3=O)c2C)no1 | -6 | 4 | -5 | 0.0 | -1 | -4 | 7 | -3 | -4 | 1
CC(/C=N/NC(=O)c1cc(C(C)C)[nH]n1)=C\c1ccccc1 | -2 | 0 | 7 | -0.5 | -2 | 3 | 0 | 2 | -5 | -3
O=C(CN1CCN(c2cnn(-c3ccccc3)c(=O)c2Cl)CC1)NC1CCS(=O)(=O)C1 (centres undefined) | -1 | 17 | 5 | -0.7 | 7 | -12 | 7 | 2 | -5 | 5
O=C(Nc1ccc(S(=O)(=O)NC2=NCCCCC2)cc1)c1ccc([N+](=O)[O-])s1 | 0 | 7 | -12 | -0.1 | 4 | -4 | 6 | -9 | -2 | 13
COC(=O)C[C@@H]1OC[C@H](Cc2ccccc2)N1S(=O)(=O)c1ccc(C)cc1 | 0 | 13 | 3 | -0.3 | 3 | -19 | 0 | -4 | -2 | 2
COCCN(C(=S)Nc1ccccc1C)C(C)c1ccco1 (centres undefined) | -3 | -3 | 0 | -0.2 | 0 | 7 | -1 | -6 | 2 | 13
CC1C=CCC2C(=O)N(c3cccc(C(=O)Nc4ccc(F)cc4)c3)C(=O)C12 (centres undefined) | 2 | 2 | 0 | -0.2 | -1 | 6 | 6 | -10 | -1 | 0
COc1ccccc1NS(=O)(=O)c1cc(NC(=O)c2ccncc2)ccc1N1CCOCC1 | 2 | 4 | 19 | 1.0 | 0 | 0 | 0 | -2 | -1 | -2
Cn1cc([N+](=O)[O-])c(C(=O)Nc2ccc(C(=O)N3CCCCC3)cc2)n1 | -3 | 6 | 3 | -0.4 | -2 | -6 | -5 | 5 | -2 | 5
Cc1ccc(C(=O)Nc2ncn[nH]2)cc1 | -7 | 9 | -3 | -0.1 | -1 | -10 | 2 | -1 | 0 | -6
NC(=O)c1cc(S(=O)(=O)NCc2ccc(Br)cc2)cs1 | -5 | -4 | -2 | -0.1 | 0 | -1 | -4 | -1 | 1 | 8
